Source: PubChem BioAssay
Vif-APOBEC3F blk = inhibitors of Vif-A3F interaction; Potency, µM (titrated, usually from 46.1 µM), for the others: top-dose activity, negative = active; HeLa A3F-eYFP + Vif (tagged APOBEC3F with the HIV-1 protein that degrades it), YFP fluorescence increase; 390,000 tested, 0.2% active; AID 602313; further: potency means the concentration at half of the fitted maximal effect; % of control where 0% means no effect; nearly all actives have a fitted effect of over 65% in size
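HeLa cells stably expressing Vif plus C-terminally eYFP-tagged A3F were seeded, incubated overnight at 37 deg C, dosed with compound, incubated overnight again at 37 deg C. Yellow fluorescence (Ex 488/Em 500-530) reported blocked Vif-mediated A3F-eYFP degradation.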
Glioma ERSR ind = induces the endoplasmic reticulum stress response in human glioma cells | U87-MG GRP78 promoter luciferase reporter, 16 h | Potency, µM, without a hit: at the highest dose activation, most hits filed as activators | 420,000 tested, 0.02% active; further: potency means the concentration at half of the fitted maximal effect; series mostly up to about 76 µM; % of control where 0% means no effect; nearly all actives have a fitted effect of over 35% in size
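Stably transfected U87-MG glioma cells carrying a GRP78-based luciferase sensor; 16 h compound incubation. Luminescence end-point read 10 min after Bright-Glo addition at room temperature.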
D1 agonist = agonists of human D1 dopamine receptor; P21728; HEK293 T-REx D1 cells, calcium flux, agonist mode; activation, % at 2 µM; 360,000 tested, 1% active; in the data active means activation above about 30%; further: 0% is about no effect
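Agonism was scored from calcium flux recorded over 180 s (1 read/s) after pintool compound addition, following a 10-cycle baseline. Cells were inducible force-coupled HEK293 TREx D1, plated overnight at 30 C and loaded with no-wash calcium dye.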
D1 PAM = potentiators of human D1 dopamine receptor | potentiation, % at 10 µM | P21728 | HEK293 TREx D1 cells, calcium flux, dopamine EC20 potentiation | 360,000 tested, 0.036% active; in the data active means potentiation above about 30%; further: 0% is about no effect
RXFP1 agonist = activates the human relaxin receptor RXFP1. Q9HBX9. HEK293T-RXFP1 cAMP TR-FRET, 30 min; response scale: percent of porcine relaxin response, buffer zero. Potency, µM (top dose mostly 57.5 µM), without a hit: top-dose activation, actives largely listed as activators. 370,000 tested, 0.3% active. AID 2676; further: potency means the concentration at half of the fitted maximal effect; on the % scale 0 is the no-effect control and ±100 the full control effect; nearly all actives have a fitted effect of over 60% in size; many of its hits are not listed in these tables
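Agonist response is measured as cAMP accumulation in an RXFP1-transfected HEK293T line under PDE4 inhibition. Values are scaled between buffer-only and 29 nM porcine relaxin, and EC50s come from standard Hill equation fits.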
RXFP1 antag = antagonists of human relaxin receptor RXFP1; Q9HBX9; HEK293-RXFP1, relaxin-stimulated cAMP HTRF, 30 min; active compounds read low; activity change, negative = inhibition, % at 57.5 µM; 350,000 tested, 0.59% active;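 active means activity change of -60% or lower, but not beyond a set lower limit; inconclusive means change between -60% and -40%, or beyond the set limit; inactive means change above -40%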; further: on the % scale 0 is the no-effect control and ±100 the full control effect
D1 antag = human D1 dopamine receptor antagonism; activity change, negative = inhibition, % at 10 µM; AID 504652; HEK293 TREx D1 cells, calcium flux, dopamine EC80; active compounds read low; 360,000 tested, 3.2% active; in the data active means activity change below about -30%; further: on the % scale 0 is the no-effect control and ±100 the full control effect
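Cells carrying a force-coupled, tetracycline-inducible human D1 receptor report calcium flux. Each well gets a 10 s baseline, compound with 180 s monitoring, then an EC80 dopamine stimulus with a second 180 s kinetic read.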
Vif-A3G inh = blocks the Vif interaction with human APOBEC3G; Q9HC16; HeLa A3G-eYFP + Vif (tagged APOBEC3G with the HIV-1 protein that degrades it), YFP fluorescence, overnight; Potency, µM (top dose mostly 46.1 µM), inactives show at the highest dose activity, negative = active, usual class: inhibitors; 410,000 tested, 0.076% active;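 further: potency means the concentration at half of the fitted maximal effect; on the % scale 0 is the no-effect control and ±100 the full control effect; nearly all actives have a fitted effect of over 60% in size; hits raise eYFP signal because A3G escapes Vif-driven loss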
Target sequence (Q9HC16 whole entry, looked up): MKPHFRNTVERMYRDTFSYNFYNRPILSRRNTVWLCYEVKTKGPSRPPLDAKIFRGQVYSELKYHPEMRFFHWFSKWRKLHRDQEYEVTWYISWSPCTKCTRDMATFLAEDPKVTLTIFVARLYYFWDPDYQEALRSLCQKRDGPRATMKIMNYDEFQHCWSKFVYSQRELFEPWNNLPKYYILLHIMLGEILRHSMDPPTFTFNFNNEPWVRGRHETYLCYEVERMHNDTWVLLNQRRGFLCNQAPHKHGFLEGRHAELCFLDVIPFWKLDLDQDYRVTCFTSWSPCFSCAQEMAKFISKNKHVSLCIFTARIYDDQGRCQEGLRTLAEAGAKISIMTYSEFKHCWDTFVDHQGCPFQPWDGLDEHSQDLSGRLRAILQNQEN
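HeLa cells stably expressing Vif and C-terminally eYFP-tagged A3G, seeded overnight at 37 deg C, then exposed to compound by pintool overnight at 37 deg C. Rise in yellow fluorescence (Ex 488/Em 500-530, Acumen) marks blocked Vif-driven A3G degradation.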
D2 PAM = D2 dopamine receptor (human) potentiation | P14416 | HEK293 T-REx D2, calcium flux, EC20 dopamine potentiation | potentiation, % at 10 µM | 340,000 tested, 0.34% active;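 active means potentiation over 3 SD above the plate norm, cut at about 30% in these data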; further: 0% is about no effect
Target sequence (P14416 whole entry, looked up): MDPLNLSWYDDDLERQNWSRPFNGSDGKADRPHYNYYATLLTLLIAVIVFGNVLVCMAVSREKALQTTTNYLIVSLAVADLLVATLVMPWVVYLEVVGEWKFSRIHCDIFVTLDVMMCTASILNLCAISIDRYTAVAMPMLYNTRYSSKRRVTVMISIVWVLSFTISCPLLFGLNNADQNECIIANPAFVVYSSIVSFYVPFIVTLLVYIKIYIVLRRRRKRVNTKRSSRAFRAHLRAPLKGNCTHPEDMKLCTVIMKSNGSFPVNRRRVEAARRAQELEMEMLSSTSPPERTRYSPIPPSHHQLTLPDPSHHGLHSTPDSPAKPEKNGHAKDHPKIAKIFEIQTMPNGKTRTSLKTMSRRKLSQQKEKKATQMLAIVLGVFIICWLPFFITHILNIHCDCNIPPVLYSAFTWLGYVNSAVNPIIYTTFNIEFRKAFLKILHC
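Tetracycline-induced HEK293 T-REx cells force-coupled to calcium signalling expressed D2; compounds were pin-added after a 10 s baseline, read kinetically 180 s, then an EC20 dopamine challenge followed with a further 180 s calcium read.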
Starred values were filed as active, the others as inactive. Unless noted, the call rests on the fitted dose curve; in most records, active means well fitted curve in the direction sought with a large enough effect; inconclusive means small, poorly fitted or top-dose-only effect, or another doubt; inactive means no such curve, though single readings can be large; an effect the other way counts as inactive or inconclusive. This is a subset; rates above refer to the full screens.

O=C(NC(Cc1c[nH]c2ccccc12)c1nnc2n1CCCCC2)c1cccs1 (stereo not drawn) was read as Vif-APOBEC3F blk 0%, Glioma ERSR ind -1%, D1 agonist 1, D1 PAM -8, RXFP1 agonist 2.4%, RXFP1 antag 10, D1 antag 0, Vif-A3G inh 1% and D2 PAM -4.
Screening Brc1ccc2c(c1)CNc1c(ncnc1N1CCOCC1)O2 returned Vif-APOBEC3F blk -11%, Glioma ERSR ind -3%, D1 agonist 5, D1 PAM -1, RXFP1 agonist 3.1%, RXFP1 antag -22, D1 antag -18, Vif-A3G inh -20% and D2 PAM -2.
CCOC(=O)C1CCCN(C(=O)CSc2nc(C)cc(C)n2)C1 (stereo not drawn) was read as Vif-APOBEC3F blk inconclusive, Glioma ERSR ind -1%, D1 agonist 3, D1 PAM -5, RXFP1 agonist -2.1%, RXFP1 antag -3, D1 antag 4, Vif-A3G inh 0% and D2 PAM 0.
CC1CC(C)CN(C(=O)COC(=O)c2ccc3ncsc3c2)C1 (stereo not drawn) was read as Vif-APOBEC3F blk -4%, Glioma ERSR ind -4%, D1 agonist 1, D1 PAM -8, RXFP1 agonist 2.7%, RXFP1 antag 5, D1 antag -5, Vif-A3G inh 3% and D2 PAM -10.
C/C(=N\O)C(C)Oc1ccc(Cl)cc1 (stereo not drawn) was read as Vif-APOBEC3F blk 6%, Glioma ERSR ind -3%, D1 agonist 6, D1 PAM -3, RXFP1 agonist 2.8%, RXFP1 antag -11, D1 antag -11, Vif-A3G inh -3% and D2 PAM -4.
`Cc1cc(NC(=O)CCN2C(=O)C3C4CCC(C4)C3C2=O)c(C)cc1Br` (stereo not drawn) gave Vif-APOBEC3F blk -17%, Glioma ERSR ind -2%, D1 agonist 1, D1 PAM -4, RXFP1 agonist -3.0%, RXFP1 antag -15, D1 antag -5, Vif-A3G inh 2% and D2 PAM 10.
For COc1cc(-c2nnc(SCC(=O)Oc3ccc(C)cc3C)o2)cc(OC)c1OC the results were Vif-APOBEC3F blk 2%, Glioma ERSR ind 3%, D1 agonist 0, D1 PAM -2, RXFP1 agonist -0.2%, RXFP1 antag -7, D1 antag 3, Vif-A3G inh 0% and D2 PAM -12.
`O=C(Nc1cc(S(=O)(=O)N2CCCCC2)ccc1O)c1ccccc1NS(=O)(=O)c1ccc(F)c(F)c1` gave Vif-APOBEC3F blk 4%, Glioma ERSR ind -4%, D1 agonist 0, D1 PAM -1, RXFP1 agonist -1.4%, RXFP1 antag 9, D1 antag -3, Vif-A3G inh -7% and D2 PAM -7.
For Cc1ccc(S(=O)(=O)N2CCN(C(=O)C3CCCO3)CC2)cc1C (stereo not drawn) the results were Vif-APOBEC3F blk -3%, Glioma ERSR ind -4%, D1 agonist 2, D1 PAM 4, RXFP1 agonist -0.2%, RXFP1 antag -15, D1 antag -6, Vif-A3G inh 2% and D2 PAM 7.
Screening CCOC(=O)N/N=C(C)/C=C/c1ccco1 returned Vif-APOBEC3F blk 8%, Glioma ERSR ind 1%, D1 agonist 1, D1 PAM -5, RXFP1 agonist 2.4%, RXFP1 antag -6, D1 antag -11, Vif-A3G inh 1% and D2 PAM -8.
`CC(C)C[C@@H](CN(C)N=O)N(C[C@H](Cc1ccccc1)N(CCc1ccccc1)N=O)N=O` gave Vif-APOBEC3F blk 0%, Glioma ERSR ind 1%, D1 agonist 15, D1 PAM -1, RXFP1 agonist -0.7%, D1 antag -2, Vif-A3G inh -7% and D2 PAM -2.
Cc1cc(C)cc(OC(C)C(=O)NCCCn2ccnc2)c1 (stereo not drawn) was read as Vif-APOBEC3F blk -5%, Glioma ERSR ind -4%, D1 agonist 0, D1 PAM 0, RXFP1 agonist -0.2%, RXFP1 antag 7, D1 antag -1, Vif-A3G inh 1% and D2 PAM -8.
`c1ccc2c(NC3=NCCCCS3)cccc2c1` gave Vif-APOBEC3F blk -11%, Glioma ERSR ind 0%, D1 agonist 0, D1 PAM -6, RXFP1 agonist -3.7%, RXFP1 antag 0, D1 antag 5, Vif-A3G inh -2% and D2 PAM -4.
Cc1nc(SCC(=O)NCc2ccco2)c2c3c(sc2n1)CCCC3 was read as Vif-APOBEC3F blk -7%, Glioma ERSR ind -4%, D1 agonist 7, D1 PAM 3, RXFP1 agonist -0.2%, RXFP1 antag 17, D1 antag -7, Vif-A3G inh -26% and D2 PAM 1.
For CC(=O)N1CCc2cc(S(=O)(=O)NCCC(=O)N3CCN(c4ccccn4)CC3)ccc21 the results were Vif-APOBEC3F blk -7%, Glioma ERSR ind -2%, D1 agonist 3, D1 PAM 0, RXFP1 agonist 1.7%, RXFP1 antag -1, D1 antag -6, Vif-A3G inh 3% and D2 PAM -1.
`Cc1nc2ccccc2nc1OCC(=O)NCC(F)(F)F` gave Vif-APOBEC3F blk -5%, Glioma ERSR ind -4%, D1 agonist 3, D1 PAM -2, RXFP1 agonist -0.7%, RXFP1 antag -4, D1 antag 7, Vif-A3G inh -1% and D2 PAM 11.
Screening O=C1CC(SCc2nc3ccccc3[nH]2)C(=O)N1c1ccc(Cl)cc1 (stereo not drawn) returned Vif-APOBEC3F blk 1%, Glioma ERSR ind -3%, D1 agonist 2, D1 PAM -1, RXFP1 agonist 1.0%, RXFP1 antag -9, D1 antag 2, Vif-A3G inh -10% and D2 PAM -4.
Nc1nc2ccc(C(=O)NC3CCCCC3)cc2s1 was read as Vif-APOBEC3F blk -16%, Glioma ERSR ind 7%, D1 agonist -1, D1 PAM 0, RXFP1 agonist 1.1%, RXFP1 antag -3, D1 antag -1, Vif-A3G inh 0% and D2 PAM 0.
Screening COc1ccc(CN2CCN(Cc3ccco3)CC2)cc1OC returned Vif-APOBEC3F blk -11%, Glioma ERSR ind -4%, D1 agonist 0, D1 PAM 9, RXFP1 agonist 2.4%, RXFP1 antag -2, D1 antag 10, Vif-A3G inh -1% and D2 PAM 3.
COc1cc(Oc2ccccc2)nc(N)n1 was read as Vif-APOBEC3F blk -7%, Glioma ERSR ind 0%, RXFP1 antag -2 and Vif-A3G inh 0%.

Gathered by group, those above with a furan ring, fused or not (three)
Screening CCOC(=O)N/N=C(C)/C=C/c1ccco1 returned Vif-APOBEC3F blk 8%, Glioma ERSR ind 1%, D1 agonist 1, D1 PAM -5, RXFP1 agonist 2.4%, RXFP1 antag -6, D1 antag -11, Vif-A3G inh 1% and D2 PAM -8.
Cc1nc(SCC(=O)NCc2ccco2)c2c3c(sc2n1)CCCC3 was read as Vif-APOBEC3F blk -7%, Glioma ERSR ind -4%, D1 agonist 7, D1 PAM 3, RXFP1 agonist -0.2%, RXFP1 antag 17, D1 antag -7, Vif-A3G inh -26% and D2 PAM 1.
Screening COc1ccc(CN2CCN(Cc3ccco3)CC2)cc1OC returned Vif-APOBEC3F blk -11%, Glioma ERSR ind -4%, D1 agonist 0, D1 PAM 9, RXFP1 agonist 2.4%, RXFP1 antag -2, D1 antag 10, Vif-A3G inh -1% and D2 PAM 3.

Continued:
For Cn1c(C(=O)NCc2ccccn2)cc2c(=O)n(C)c3ccccc3c21 the results were Vif-APOBEC3F blk -9%, Glioma ERSR ind -4%, D1 agonist 1, RXFP1 agonist 0.5%, RXFP1 antag -5, D1 antag -25, Vif-A3G inh -2% and D2 PAM -4.
Cc1ccc(NC(=O)C(=O)NCCN2CCN(S(=O)(=O)c3ccccc3)CC2)cc1C was read as Vif-APOBEC3F blk -14%, Glioma ERSR ind 2%, D1 agonist 3, D1 PAM 2, RXFP1 agonist -0.9%, RXFP1 antag -11, D1 antag 1, Vif-A3G inh 2% and D2 PAM -8.
`CCSc1ccc(-c2nn(-c3ccccc3)cc2/C=C(/C#N)C(=O)NC)cc1` gave Vif-APOBEC3F blk -5%, Glioma ERSR ind -4%, D1 agonist 3, D1 PAM 2, RXFP1 agonist 16%, RXFP1 antag -6, D1 antag 7, Vif-A3G inh 0% and D2 PAM 14.
For CN(C)CCN(Cc1ccco1)C(=O)c1cc2c(Cl)nc3ccccc3c2s1 the results were Vif-APOBEC3F blk -1%, Glioma ERSR ind -3%, D1 agonist 5, D1 PAM -6, RXFP1 agonist 0.8%, RXFP1 antag -10, D1 antag 0, Vif-A3G inh 6% and D2 PAM 16.
O=[N+]([O-])c1c(Nc2ccccc2O)ccc2nonc12 was read as Vif-APOBEC3F blk 3%, Glioma ERSR ind -3%, D1 agonist 3, D1 PAM 2, RXFP1 agonist 4.0%, RXFP1 antag -31, D1 antag -7 and Vif-A3G inh -5%.
For COc1ccc(Nc2cc(C)nc3ccccc23)cc1 the results were Vif-APOBEC3F blk -12%, Glioma ERSR ind -5%, D1 agonist 2, D1 PAM -3, RXFP1 agonist 2.4%, RXFP1 antag 2, D1 antag 1, Vif-A3G inh -1% and D2 PAM -3.
`CC(C)Cn1c([N+](=O)[O-])nc2c1c(=O)[nH]c(=O)n2C` gave Vif-APOBEC3F blk 5%, Glioma ERSR ind inconclusive, D1 agonist 3, D1 PAM -1, RXFP1 agonist 0.0%, RXFP1 antag 0, D1 antag 9, Vif-A3G inh -6% and D2 PAM 6.
For COc1ccc([C@H](OC)[C@@]2(Cc3ccc(O)cc3)N=C(N)N(C)C2=O)cc1 the results were Vif-APOBEC3F blk 5%, Glioma ERSR ind -5%, D1 agonist 0, D1 PAM -2, RXFP1 agonist 1.0%, Vif-A3G inh 4% and D2 PAM -11.
`CN1CCN(C(CNC(=O)C(=O)Nc2ccccc2)c2ccc3c(c2)OCO3)CC1` (stereo not drawn) gave Vif-APOBEC3F blk 1%, Glioma ERSR ind 1%, D1 agonist 4, D1 PAM -2, RXFP1 agonist 3.2%, RXFP1 antag -13, D1 antag 15, Vif-A3G inh 1% and D2 PAM -8.
